# Assay outcomes from PubChem.
# FLuc counter – counter-screen for miR-21 project: firefly luciferase inhibitors or activators; P08659; purified FLuc, Km substrates, luminescence inhibition; Potency, µM (series often up to 57.5 µM), for the others: top-dose activity change, negative = inhibition, usual class: inhibitors; 6.9% of 360,000 active; AID 588342;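 further: potency means the concentration at half of the fitted maximal effect; plate controls were vehicle for no effect and reference inhibitor for full effect; nearly all actives have a fitted effect of over 55% in size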
#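 Purified P. pyralis luciferase (10nM final) with 10uM D-luciferin and 10uM ATP (Km levels) in 50mM Tris acetate pH 7.5, 10mM Mg acetate, 0.01% Tween-20, 0.05% BSA; qHTS 6-point titration, ~60 µM downward; luminescence read.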
# PKM2 act – PKM2 (human) enzyme activation. P14618. purified PKM2, Kinase-Glo ATP luminescence, activation; response scale: 0% is enzyme alone, no compound. Potency, µM (highest dose often 57.5 µM), for inactives: at the top dose activation, hits mostly activators. 0.34% of 260,000 active; further: potency means the concentration at half of the fitted maximal effect; on the % scale 0 is the no-effect control and ±100 the full control effect; nearly all actives have a fitted effect of over 55% in size
# Target sequence (P14618 whole entry, looked up): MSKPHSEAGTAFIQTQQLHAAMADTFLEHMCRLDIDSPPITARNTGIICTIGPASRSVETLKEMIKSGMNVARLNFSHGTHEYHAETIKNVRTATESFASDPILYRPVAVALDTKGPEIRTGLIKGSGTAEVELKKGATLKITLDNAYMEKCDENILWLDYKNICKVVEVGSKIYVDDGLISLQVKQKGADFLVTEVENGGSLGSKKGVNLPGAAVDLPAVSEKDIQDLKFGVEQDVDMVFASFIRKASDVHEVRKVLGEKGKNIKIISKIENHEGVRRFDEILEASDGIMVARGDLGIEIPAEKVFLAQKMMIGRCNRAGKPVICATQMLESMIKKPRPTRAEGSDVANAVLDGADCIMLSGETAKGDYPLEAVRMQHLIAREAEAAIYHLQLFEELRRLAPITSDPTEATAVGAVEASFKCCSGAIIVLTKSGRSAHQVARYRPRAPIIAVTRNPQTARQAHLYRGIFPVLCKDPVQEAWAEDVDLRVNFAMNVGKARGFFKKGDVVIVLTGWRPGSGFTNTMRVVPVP
#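 Kinase-Glo luminescence reports ATP generated from ADP (0.1 mM) and PEP (0.5 mM) by purified hPK-M2 after 1 h at room temperature, pH 7.2 imidazole buffer; intermediate enzyme activity allows detecting inhibitors and activators.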
# Giardia killer – kills Giardia lamblia | Giardia lamblia trophozoite viability | activity change, % at 7.66 µM, hits read low | 0.15% of 340,000 active | AID 540267; in the data active means activity change below about -80%; inconclusive means between about -30% and that limit;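 further: parasites exposed to compound for two days anaerobically before the ATP read; on the % scale 0 is the no-effect control and ±100 the full control effect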
#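 Luminescent ATP signal served as the viability read-out, measured 15-30 min after adding ATP detection reagent to trophozoites that had been incubated with compounds for 48 hrs at 37 deg C anaerobically at 100 cells/well.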
# p53 reactivation – mutant p53 re-activation in reporter cells; 0.063% of 320,000 active; Potency, µM (top dose mostly 92.2 µM), inactives show at the top dose activity change, positive = activation, most hits filed as activators; H1299 p53-A138V BP100-luciferase reporter, luminescence, 24 h; further: potency means the concentration at half of the fitted maximal effect; % of control where 0% means no effect; nearly all actives have a fitted effect of over 45% in size
#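 p53-null H1299 cells stably carrying temperature-sensitive p53-A138V and a BP100-luciferase reporter were pinned with compounds (4-point, 1:5 series) and held 24 hrs at 37 deg C. Luminescence was read 10 min after detection reagent.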
# ELG1 genotoxic – inducers of genotoxicity in HEK293T ELG1-luciferase cells | Potency, µM (series often up to 46 µM), for inactives: at the top dose activity change, positive = activation, usual class: activators | 1.3% of 330,000 active | HEK293T ELG1-luciferase reporter, luminescence, 16 h; further: potency means the concentration at half of the fitted maximal effect; % of control where 0% means no effect; nearly all actives have a fitted effect of over 60% in size
#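 Reporter readout depends on ELG1 protein level, which increases with genetic stress. After 16 hr compound exposure at 37 °C, luciferase activity was quantified using ONE-Glo.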
# RORgamma inh – ROR gamma (mouse) transcription inhibition | P51450 | Drosophila S2 Gal4-RORgamma UAS-luciferase reporter, 20 h | Potency, µM (titrated, usually from 53.6 µM), without a hit: top-dose activity change, negative = inhibition, usual class: inhibitors | 5.4% of 310,000 active; further: potency means the concentration at half of the fitted maximal effect; on the % scale 0 is the no-effect control and ±100 the full control effect; nearly all actives have a fitted effect of over 60% in size
#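 Luminescence from a UAS-regulated Photinus luciferase reporter in stably transfected Drosophila Schneider cells is measured; decreased signal marks ROR gamma inhibition. Fusion expression is induced by 700 uM copper sulfate for 20 hr.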
# NPC1 promoter act – activates the NPC1 promoter. AID 485313. Potency, µM (series often up to 9.22 µM), without a hit: at the highest dose activation, actives largely listed as activators. Huh7 NPC1 promoter luciferase reporter, 24 h. 2.4% of 320,000 active;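 further: potency means the concentration at half of the fitted maximal effect; % of control where 0% means no effect; nearly all actives have a fitted effect of over 60% in size; reporter is driven by a mutant NPC1 promoter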
#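 Compounds in DMSO were transferred onto Huh7 NPC1-luciferase reporter cells pre-incubated 2 h; after 24 h at 37 °C, Amplite reagent was dispensed and luminescence recorded 10 min later.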
# Menin MLL FP TR – inhibitors of human menin-MLL interaction, mutant MLL peptide. Potency, µM (doses to about 61.6 µM), for the others: top-dose FP activity change, negative = inhibition, usual class: inhibitors. 0.23% of 270,000 active. O00255. Menin + Texas Red MLL mutant peptide, fluorescence polarization; active means well fitted inhibition curve with a large enough effect in the polarisation, with a control signal flat, not every such curve was filed as active; inconclusive means small, poorly fitted or top-dose-only effect, or effect the other way, or a change in a side signal; inactive means no such curve, though single readings can be large or run the other way; the % refers to the polarisation; further: potency means the concentration at half of the fitted maximal effect; % of control where 0% means no effect; many of its hits are not listed in these tables
# Target sequence (O00255 whole entry, looked up): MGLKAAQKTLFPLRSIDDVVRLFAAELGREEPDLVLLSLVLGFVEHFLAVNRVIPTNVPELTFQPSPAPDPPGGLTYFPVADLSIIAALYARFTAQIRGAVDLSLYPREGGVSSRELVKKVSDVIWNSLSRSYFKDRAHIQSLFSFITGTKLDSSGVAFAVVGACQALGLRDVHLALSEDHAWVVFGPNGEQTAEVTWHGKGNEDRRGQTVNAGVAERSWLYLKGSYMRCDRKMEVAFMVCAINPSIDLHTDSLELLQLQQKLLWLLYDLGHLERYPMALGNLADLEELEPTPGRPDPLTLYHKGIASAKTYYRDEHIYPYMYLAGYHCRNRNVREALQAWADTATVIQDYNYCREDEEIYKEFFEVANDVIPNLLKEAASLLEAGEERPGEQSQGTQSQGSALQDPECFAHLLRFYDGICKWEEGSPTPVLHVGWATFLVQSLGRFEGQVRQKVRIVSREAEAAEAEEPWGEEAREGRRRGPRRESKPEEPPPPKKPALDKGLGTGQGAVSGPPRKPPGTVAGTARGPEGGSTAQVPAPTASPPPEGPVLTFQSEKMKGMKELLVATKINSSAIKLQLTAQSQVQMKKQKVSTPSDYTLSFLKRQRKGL
# VP16 counter – Gal4-VP16 reporter inhibition counter-screen; 3.5% of 310,000 active; Potency, µM (titrated, usually from 53.6 µM), inactives show at the highest dose activity, negative = inhibition, hits mostly inhibitors; Drosophila S2 Gal4-VP16 UAS-luciferase, luminescence, 20 h;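 further: Gal4-VP16 expression switched on by copper sulfate through the metallothionein promoter; potency means the concentration at half of the fitted maximal effect; on the % scale 0 is the no-effect control and ±100 the full control effect; nearly all actives have a fitted effect of over 50% in size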
# Rab9 promoter act – activators of Rab9 promoter. Huh7 Rab9 promoter-luciferase reporter, luminescence, 24 h. Potency, µM (top dose mostly 9.22 µM), for inactives: top-dose activation, negative = inhibition, most hits filed as activators. 2.8% of 320,000 active; further: potency means the concentration at half of the fitted maximal effect; % of control where 0% means no effect; nearly all actives have a fitted effect of over 60% in size
#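 Cell-based reporter: Huh7 stable for Rab9 promoter-driven luciferase, plated in reduced-serum medium with 10% FBS at 1500 cells/well, compound-treated 24 h at 37 °C, luminescence read after 10 min reagent.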
# BRCA1 expr up – activators of BRCA1 expression | MCF7-BRCA1-FFLuc reporter, luminescence, 48 h; response scale: scaled: vehicle 0%, 10 µM genistein 100% | Potency, µM (series often up to 46.1 µM), inactives show top-dose activation, hits mostly activators | 1.1% of 380,000 active | AID 624202; further: potency means the concentration at half of the fitted maximal effect; nearly all actives have a fitted effect of over 80% in size; some results filed as inactive show a strong effect at the top dose
#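 Compounds are tested at multiple concentrations on MCF7 BRCA1-luciferase reporter cells seeded at 2000 per well; after 48 h, a single luminescence end-point is taken and curves fitted to the normalized data.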
# An asterisk follows results filed as active; ? = inconclusive; · = no result given; & = joins results of further samples; [ ] = another dose, or the depositor's remark. Unless noted, the call rests on the fitted dose curve; in most records, active means well fitted curve in the direction sought with a large enough effect; inconclusive means small, poorly fitted or top-dose-only effect, or another doubt; inactive means no such curve, though single readings can be large; an effect the other way counts as inactive or inconclusive.
No.	Compound	FLuc counter	PKM2 act	Giardia killer	p53 reactivation	ELG1 genotoxic	RORgamma inh
1	COC(=O)c1c(C)[nH]c(C(=O)N2CCN(c3ccc(OC)cc3)CC2)c1C	-2%	?	·	-2%	0%	21%
2	O=C(NCc1ccccc1Cl)C1CCCN1C(=O)Nc1ccccc1 (configuration not stated)	4%	0%	-7	·	2%	5%
3	OCCN(Cc1ccccc1)C(=S)Nc1ccc(F)cc1	-3%	-6%	-15	-1%	0%	-24%
4	O=C(c1ccc(Br)cc1)N1CCC(C(=O)N2CCN(c3ccccc3)CC2)CC1	-4%	-20%	-17	-5%	-11%	36%
5	Cc1noc(NS(=O)(=O)c2ccc(N/C=C\C(=O)c3ccccc3)cc2)c1C	?	0%	3	2%	17%	23%
6	Cc1ccc(N2C(=O)NC(NS(=O)(=O)c3ccccc3)(C(F)(F)F)C2=O)cc1C (configuration not stated)	0%	-29%	15	6%	0%	13%
7	O=C(COC(=O)c1cccs1)NCCCc1ccccc1	-7%	0%	5	1%	0%	-1%
8	CN(C(=S)Nc1ccccc1F)C1(c2ccccc2Cl)CCCCC1=O (configuration not stated)	-3%	-17%	9	-3%	-2%	-26%
9	COc1ccc(-c2ncc3ccccn23)cc1	?	1%	6	16%	11%	-37%
10	Cc1cc(C)cc(OCc2nnc(SCC(=O)NC3CC3)n2C)c1	-1%	-2%	-6	17%	2%	-8%

No.	NPC1 promoter act	Menin MLL FP TR	VP16 counter	Rab9 promoter act	BRCA1 expr up
1	-5%	-7%	-10%	-2%	·
2	-6%	11%	0%	-2%	21%
3	1%	7%	5%	-2%	0%
4	-5%	·	2%	1%	-7%
5	1%	47%[activator]	7%	-2%	-17%
6	-5%	·	-1%	1%	-8%&-5%
7	-5%	-1%	8%	0%	-16%
8	-2%	14%	6%	-1%	-14%
9	5%	0%	27%	?	?
10	4%	·	-1%	8%	-7%

# (list continues)
No.	Compound	FLuc counter	PKM2 act	Giardia killer	p53 reactivation	ELG1 genotoxic	RORgamma inh
11	COc1ccc(-c2nc(C#N)c(N3CCC(C(N)=O)CC3)o2)cc1	-13%	-1%	0&26	1%	-3%	-21%
12	NC(=O)N/N=C/c1ccc(-n2nncc2-c2ccc(Cl)cc2)cc1	-1%	-1%	-6	-10%	9%	7%
13	Cc1ccc(S(=O)(=O)N2CCN(S(C)(=O)=O)C2c2ccccc2)cc1 (configuration not stated)	-1%	0%	7	-8%	-10%	0%
14	Cc1ccc(NC(=O)c2ccccc2F)nc1	4.8µM*	-26%	-7	15%	1.8µM*	?
15	CC(OC(=O)/C=C/c1ccccc1)C(=O)Nc1cccc(C#N)c1 (configuration not stated)	6%	·	-3	7%	7%	·
16	O=C(CN1CCN(c2cccc(C(F)(F)F)c2)CC1)Nc1cccc(C(F)(F)F)c1	1%	1%	-7	6%	-8%	36%
17	CCC1Oc2ccc(Cl)cc2N(CC(=O)O)C1=O (configuration not stated)	8%	0%	-10	-34%[inhibitor]	0%	4%
18	COc1ccc(-n2c(=O)c3ccccc3n(Cc3ccccc3F)c2=O)cc1OC	0%	3%	5	-6%	-7%	24%
19	CCCCNCC(=O)Nc1sc(C)c(C)c1C(=O)OCC	1%	-5%	14	-5%	-3%	13µM*
20	Cc1cc(C)c(S(=O)(=O)C(C)C)c(=O)[nH]1	-2%	5%	2	0%	4%	-17%

No.	NPC1 promoter act	Menin MLL FP TR	VP16 counter	Rab9 promoter act	BRCA1 expr up
11	-3%	2%	-5%	-2%	14%&-14%
12	0%	-12%	0%	-1%	-28%
13	1%	19%	1%	-4%	-43%
14	1.1µM*	8%	?	0.71µM*	19%
15	-3%	·	·	0%	-75%
16	-2%	·	20%	-8%	-24%
17	-4%	8%	-4%	-1%	-1%
18	-5%	-13%	0%	1%	-15%
19	2%	?	?	-5%	-4%
20	-6%	14%	-4%	-2%	2%

# Four records drawn at random from the list so far:
No.	Compound	FLuc counter	PKM2 act	Giardia killer	p53 reactivation	ELG1 genotoxic	RORgamma inh
8	CN(C(=S)Nc1ccccc1F)C1(c2ccccc2Cl)CCCCC1=O (configuration not stated)	-3%	-17%	9	-3%	-2%	-26%
5	Cc1noc(NS(=O)(=O)c2ccc(N/C=C\C(=O)c3ccccc3)cc2)c1C	?	0%	3	2%	17%	23%
16	O=C(CN1CCN(c2cccc(C(F)(F)F)c2)CC1)Nc1cccc(C(F)(F)F)c1	1%	1%	-7	6%	-8%	36%
3	OCCN(Cc1ccccc1)C(=S)Nc1ccc(F)cc1	-3%	-6%	-15	-1%	0%	-24%

No.	NPC1 promoter act	Menin MLL FP TR	VP16 counter	Rab9 promoter act	BRCA1 expr up
8	-2%	14%	6%	-1%	-14%
5	1%	47%[activator]	7%	-2%	-17%
16	-2%	·	20%	-8%	-24%
3	1%	7%	5%	-2%	0%

# The list goes on.
No.	Compound	FLuc counter	PKM2 act	Giardia killer	p53 reactivation	ELG1 genotoxic	RORgamma inh
21	COc1cc(OC)nc(Oc2ccccc2C(=O)Oc2ccccc2Cl)n1	-5%	-2%	-1	0%	0%	-15%
22	CC[n+]1c(/C=C(\C)SC)sc2ccccc21	1%	8%	-7	1%	-2%	?
23	Cn1nnc2cc(C(=O)NCc3ccco3)ccc21	1%	8%	4	·	·	-2%
24	CN1CCc2c(sc(NC(=O)c3ccco3)c2C(N)=O)C1	?	1%	-5	24%	7%	-2%
25	CCN(CC(=O)NCc1ccc(Cl)cc1)C(=O)CCOc1ccccc1C	0%	·	4	-2%	-6%	·
26	COc1ccc(NC(=O)CSc2c3c(nc4ccccc24)CCCC3)c(OC)c1	5%	-1%	-1	-16%	?	-21%
27	COc1cc([N+](=O)[O-])ccc1NC(=O)Nc1cnccn1	4%	0%	-10	-3%	-9%	24%
28	CSc1nn2c(C(F)(F)F)cc(C(F)(F)F)nc2c1C(N)=O	-1%	-4%	-7	0%	-1%	2%
29	O=C(Nc1ccc(S(=O)(=O)N2CCOCC2)cc1)c1ccc(F)cc1	-1%	0%	-3	-11%	-5%	31%
30	COc1ccc(OC)c(N/C(C)=C/C(=O)c2ccncc2)c1	2%	-9%[11.5 µM]	-10	-3%	-11%	-19%

No.	NPC1 promoter act	Menin MLL FP TR	VP16 counter	Rab9 promoter act	BRCA1 expr up
21	-3%	29%	-1%	0%	6%
22	-23%	·	?	-41%[inhibitor]	-23%
23	·	-2%	-2%	·	0%
24	1%	-6%	-11%	-2%	62%
25	-3%	·	·	-2%	-20%
26	-4%	8%	?	-3%	-78%
27	-2%	?	-2%	-1%	44%
28	-1%	·	22%	0%	-5%
29	1%	-2%	-3%	-11%	-32%
30	-6%	-1%	-12%	6%	-2%

# Further compounds
No.	Compound	FLuc counter	PKM2 act	Giardia killer	p53 reactivation	ELG1 genotoxic	RORgamma inh
31	Cc1nn(Cc2c(F)c(F)c(F)c(F)c2F)c(C)c1NC(=O)c1ccnn1C	-2%	7%	0	-6%	5%	-14%
32	CCOC(=O)C1C(C(=O)Nc2cccc(C(F)(F)F)c2)C1C(=O)NC(C)C (configuration not stated)	2%	-3%	-18	-4%	-3%	11%
33	Cc1noc(C)c1S(=O)(=O)Nc1cc(C(F)(F)F)ccc1N1CCOCC1	2%	0%	-5	-2%	0%	44%
34	Cc1cccc(-n2nc3c(c2NC(=O)c2ccc(Br)o2)CSC3)c1C	-3%	1%	-14	4%	1%	0%
35	Cc1cccc(C)c1N=C1C(=O)Nc2ccccc21	-2%	·	?	-7%	-12%	?
36	Cn1c2ccccc2c(=O)c2c(=O)n(Cc3ccco3)c(-c3ccc(C(C)(C)C)cc3)nc21	1%	0%	·	-2%	-2%	14%
37	COc1ccccc1S(=O)Cc1ccc(C(=O)NCCc2ccc(Cl)cc2)o1 (configuration not stated)	2%	3%	16	-3%	-15%	-6%
38	COc1cc(N)ccc1Cc1ccc(N)cc1OC	0%	1%	-2	-4%	-8%	-8%
39	CCC(CC)c1nnc(NC(=O)C2COc3ccccc3O2)s1 (configuration not stated)	7.6µM*	15%	-3	?	?	10µM*
40	CCS(=O)(=O)NCc1ccc2[nH]c3c(c2c1)CCCC3	0%	6%	·	-3%	-1%	13%

No.	NPC1 promoter act	Menin MLL FP TR	VP16 counter	Rab9 promoter act	BRCA1 expr up
31	-2%	·	-11%	-1%	15%
32	-1%	0%	-15%	2%	3%
33	-1%	·	1%	-1%	-11%
34	-1%	?	-1%[0.365 µM]	-12%	-33%
35	-3%	-12%	18µM*	-15%	-22%
36	-1%	·	0%	13%	·
37	0%	3%	2%	-9%	-27%
38	0%	-13%	-2%	7%	-14%
39	1.6µM*	-17%	-26%	1.3µM*	?
40	-5%	6%	1%	-2%	·

# These rows are one share of the data. The share of hits here may be higher or lower than overall.
